# CSM14.1 death rescue – rescue of cells from ER stress-induced death, primary screen, 384-well, CSM14.1, thapsigargin, ATP luminescence (AID 1222); one-dose cellular ATP content (survival), % at 20 µM; EC50 in µM for titrated hits; CSM14.1 thapsigargin-induced death rescue, ATP luminescence; higher % means a stronger effect; 190,000 tested, under 10 active;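 active means EC50 below 50 µM in the dose-response confirmation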;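 further: death triggered by thapsigargin at about 15 µM added after 2 h compound pretreatment; cell ATP read after overnight thapsigargin exposure of roughly 18 to 22 hours; normalized against plate controls of thapsigargin alone and 5% DMSO vehicle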
# P. falciparum M17LAP – P. falciparum M17LAP inhibitors, primary screen, biochemical, fluorogenic H-Leu-NHMec substrate, 1536-well (AID 1619) | recombinant M17LAP, H-Leu-NHMec fluorogenic kinetic assay; higher % means a stronger effect | inhibition, % at 30 µM, or IC50 in µM where a hit was titrated | 0.38% of 220,000 active;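 active means compound inhibiting the enzyme by more than half at any dose during confirmatory dose-response retesting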;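 further: plate controls were full reaction with DMSO carrier for no effect and no enzyme background for full effect; strong numbers were not always called active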
# K1F lysis inhibition – inhibition of K1F phage lysis, E. coli UTI89, bacterial capsule biogenesis inhibitors, alamar blue (AID 488966); E. coli UTI89 K1F phage lysis, alamar blue, 2 h; higher % means a stronger effect; 0.02% of 340,000 active; inhibition, % at 100 µM; hits with a dose series show IC50 in µM;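 active means phage lysis inhibition, versus mean bacterial control, above a set limit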;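 further: capsule biogenesis inhibitors block K1F phage lysis so surviving cells raise fluorescence; higher fluorescence means more inhibition of phage lysis; actives were called in the ten point dose series up to 300 µM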
# Autophagy HCS – autophagy modulation, high-content screen; 0.98% of 190,000 active; AID 463193; MEF GFP-LC3 puncta imaging; test concentration mostly 10 µM; calls only at 10 µM (by protocol);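 active means percentage of spot-positive cells more than 3 SD above its plate mean, without a fluorescence outlier flag or 80% toxicity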;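 further: spot-positive cell cutoff set from DMSO-treated cells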
# Dynein transport – blocks dynein driven cargo transport along microtubules; z-score, hits read low; 3617.4 mouse cells, GR-EGFP nuclear translocation imaging; test concentration mostly 20 µM; stimulated with dexamethasone, 1 µM; hits give low values; 0.47% of 220,000 active; AID 1381;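 active means plate z-score of nuclear minus cytoplasmic receptor signal below a set negative limit, without overly bright fluorescence or cell loss, cut at about -3.5 in these data, passing the limit was not always enough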;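 further: z-score of nuclear minus cytoplasmic ring GR-EGFP intensity difference per well; some compounds called inactive have numbers as strong as hits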
#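 Buffer or medium: tet-free, stripped-serum medium; Also added: dexamethasone, 1.0 µM final; Technique: high-content fluorescence imaging after fixation; Times: 48 h induction, 1 h compound, 30 min dex at 37 °C; Read-out: per-cell GR-EGFP intensity, nucleus versus surrounding cytoplasmic ring, well-averaged.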
# P. falciparum M1AAP – P. falciparum M1AAP inhibitors, biochemical, fluorogenic H-Leu-NHMec substrate, 1536-well (AID 1445); recombinant M1AAP, H-Leu-NHMec fluorogenic kinetic assay; higher % means a stronger effect; one-dose inhibition, % at 30 µM; IC50 in µM for titrated hits; 0.42% of 220,000 active;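 active means primary inhibition above the hit cutoff, then over 50% inhibition at one or more dose response concentrations, cut at about 23% in these data, passing the limit was not always enough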;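 further: plate controls were DMSO full reaction for no effect and no enzyme background for full effect; strong numbers were not always called active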
# bCat nuc transl – beta-catenin nuclear translocation modulation. nuclear translocation activity, % at 5 µM. AID 1665. 0.3% of 190,000 active. HeLa beta-catenin nuclear translocation, immunofluorescence imaging;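 active means nuclear translocation activity above 50% at 5 µM, with a well cell count of 50 or more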;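 further: per-cell ratio of nuclear to cytoplasmic median beta-catenin stain intensity; plate controls were DMSO negative control for no effect and GSK-3 inhibitor IX positive control for full effect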
#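 Test system: HeLa cells, endogenous beta-catenin; Compound: single 5 µM dose plus 0.02–20 µM confirmation series; Times: compound exposure 24 h at 37°C; Signal: fluorescence imaging of beta-catenin antibody stain plus DAPI; Read-out: % activation, nuclear-to-cytoplasmic median beta-catenin signal ratio per cell.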
# MT stabilizer – stabilizes microtubules in HeLa cells | HeLa tubulin immunostaining HCS, 24 h; share of cells brighter than vehicle mean+2SD | AID 2205 | 0.83% of 200,000 active | % tubulin-high responders, % at 10 µM;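 active means plate Z-score above 3 for both tubulin-high and condensed-nucleus cell shares, with cell loss under 80%, at 10 µM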;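 further: anti alpha tubulin signal scored within the nucleus-defined area of each cell; some results filed as inactive read as strong as hits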
# Ins promoter up – MIN6 insulin promoter up-regulation; MIN6 insulin promoter-GFP reporter, high-content imaging; hits give high values; z-score at 5 µM; 0.3% of 190,000 active; AID 1625;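 active means z-score above 3 at 5 µM with at least 500 cells counted in the well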
# Dynein transport cytoplasmic EGFP – also measured in Dynein transport; calls as there; z-score; measured here: cytoplasmic GR-EGFP intensity; hits give high values
# Dynein transport nuclear GR-EGFP – recorded beside Dynein transport, whose call it bears; z-score; measured here: nuclear GR-EGFP intensity;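 lower value marks the stronger effect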
# Dynein transport cell count – recorded beside Dynein transport, whose call it bears; z-score; measured here: cell count per field
# Ins promoter up cell count – also measured in Ins promoter up; calls as there; cell count; measured here: cytotoxicity, nuclei count;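 total cells summed across four imaged fields per well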
# bCat nuc transl cell count 5 µM – further read-out of bCat nuc transl, marked with its call; cell count; measured here: cell count, cytotoxicity flag
# MT stabilizer Hoechst-high % – second read-out of MT stabilizer, no call of its own (marks repeat the call); % Hoechst-high responders; measured here: nuclear condensation Hoechst responders;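 share of cells brighter than vehicle mean plus two SD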
# MT stabilizer cytotoxicity % – also measured in MT stabilizer; calls as there; toxicity, %; measured here: cytotoxicity by cell density;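 0% = mean cell density of plate MIN control wells and 100% = no cells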
# Autophagy HCS cell loss 18 h – second read-out of Autophagy HCS, no call of its own (marks repeat the call); toxicity, %; measured here: cell loss, nuclei count;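 cell loss after 18 h compound exposure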
# * marks the source's active call; other numbers are inactive results; i = inactive; / = not tested or not shown; & = joins results of further samples; [ ] = dose if it differs, or a comment.
SMILES,CSM14.1 death rescue,P. falciparum M17LAP,K1F lysis inhibition,Autophagy HCS,Autophagy HCS cell loss 18 h,Dynein transport,Dynein transport cytoplasmic EGFP,Dynein transport nuclear GR-EGFP,Dynein transport cell count,P. falciparum M1AAP,bCat nuc transl,bCat nuc transl cell count 5 µM,MT stabilizer,MT stabilizer Hoechst-high %,MT stabilizer cytotoxicity %,Ins promoter up,Ins promoter up cell count
COc1ccc(C(C)NC(=O)c2ccccc2Cl)cc1OC (stereo unspecified),-2.2%,-1%,0.9%[50 µM],i,2,-0.23,-0.27,-0.28,0.52,10%,0.8,863,4.3,2.9,4.9,/,/
CC(=O)Nc1ccc(S(=O)(=O)/N=C2\SCCN2S(=O)(=O)c2ccc(NC(C)=O)cc2)cc1,/,-4%,0.6%,i,-4,-0.69,-0.21,-0.31,1.9,10%,/,/,1.9,2.3,2.1,/,/
CN(C)S(=O)(=O)c1cccc(NC(=O)c2cc(-c3cccs3)nc3ccccc23)c1,0.8%,-2%,1.6%[50 µM],i,-8,0.91,-0.26,0.15,-0.57,11%,0.6,1013,3.1,7.3,9.2,-0.34,1335
COc1cccc(-c2cc(C(=O)Nn3cnnc3)c3ccccc3n2)c1,-1.4%,11%,1.6%,i,-7,0.32,-0.23,0.41,0.77,1%,-3.1,1128,2.1,1.5,3.8,0.64,1288
O=C(C1CCC1)N1CCc2cc(S(=O)(=O)NCCN3CCN(c4ccccc4F)CC3)ccc21,1.0%,0%,2.7%,i,4,-0.43,-0.25,-0.38,0.79,-2%,-1.1,1375,6.1,2.1,8.3,-4.4,1084
O=C(COC(=O)c1ccccc1)c1ccc(Br)cc1,-1.5%,-7%,1.7%,i,-4,-0.73,-0.18,0.12,0.49,-4%,0.5,1358,1.8,2.7,6.6,1.1,1249
CCOc1cc(S(=O)(=O)NC2CCCC2)ccc1Cl,-1.7%,-6%,0.0%,i,5,0.06,-0.32,-0.058,-0.11,2%,-1.3,1011,1.9,2.5,3.2,0.06,2032
COc1ccc(-c2nnc(SCC(=O)N3CCOCC3)o2)cc1OC,-1.8%,1%,-0.2%,i,13,0.097,-0.19,0.25,0.24,4%,-0.2,1018,4.3,1.6,11,-0.65,1928
O=C(NC1CC1)C1=C[C@H](C2CCCCC2)C[C@H](OCc2ccc(CO)cc2)O1,3.1%,6%,-0.4%,i,-9,0.1,-0.31,0.32,0.41,8%,2.0,1080,2.0,2.7,8.2,1.2,1422
O=C(Cc1cccs1)Nc1ccc(-c2nnc(-c3ccccc3)o2)cc1,/,/,0.4%,i,-2,0.92,-0.2,0.74,-0.54,/,/,/,1.0,1.0,1.1,/,/
C=C(C)Cn1c(N2CCC(Cc3ccccc3)CC2)nc2c1c(=O)[nH]c(=O)n2C,-1.8%,1%,-0.5%,i,6,0.72,-0.27,0.34,0.24,10%,0.4,1201,3.0,2.1,6.4,/,/
O=C(O)/C=C/C(=O)Nc1ccc(SC(F)(F)C(F)(F)C(F)(F)F)cc1,-0.7%,-4%,0.2%,i,5,-0.0057,-0.35,0.29,0.11,1%,0.3,1147,4.0,2.2,8.5,-0.93,1240
CCNC(=S)NNC(=S)NCc1ccccc1,31%,-4%,-0.2%,i,-6,-0.79,-0.33,-0.7,1.1,-3%,/,/,3.7,4.4,3.8,0.18,1109
S=c1[nH]c(-c2ccccc2)cn1/N=C/c1cccc2ccccc12,-1.2%,-5%,-1.6%,i,7,0.0049,-0.33,-0.55,-0.17,2%,3.6,1036,18*,29*,38*,1.3,1154
CC(=O)Oc1ccc2ccc(=O)oc2c1,-1.4%,-39%,-0.3%,i,-13,-0.73,0.71,-0.17,0.71,0%,-3.2,1116,4.9,1.6,5.3,0.21,1422
Cc1ccccc1-n1c(O)cc(=O)[nH]c1=S,1.2%,5%,0.2%,i,23,2.2,-0.14,1.2,-1,12%,0.0,1501,2.9,1.2,1.5,0.32,1328
O=C(N/N=C/c1ccccn1)c1ccc(NC(=O)c2cccc([N+](=O)[O-])c2)cc1,-1.5%,-10%,/,i,7,-0.033,-0.34,-0.19,0.46,6%,3.0,1086,5.0,2.7,2.9,-0.07,1152
CC1CCN(C(=O)CSc2nnc(CNc3ccc(F)cc3)n2Cc2ccco2)CC1,2.5%,14%,1.7%,i,3,-0.28,-0.29,-0.33,0.52,6%,1.6,1221,1.4,1.1,8.2,-0.01,1159
Cc1ccccc1NC(=O)c1sc(NC(=O)COc2ccccc2)c(C#N)c1C,-0.9%,-8%,1.0%,i,-7,-0.22,0.13,-0.03,0.44,0%,10,790,2.3,1.0,1.9,-0.75,1375
O=C(O)/C=C/C(=O)Nc1ccccc1C(=O)Nc1ccccc1,-3.2%,26%,0.1%,i,-3,-0.64,-0.055,-0.3,0.17,5%,-5.2,1241,2.1,1.5,22,0.06,945
CC1CNCCN1S(=O)(=O)c1cccc2cnccc12 (stereo unspecified),-0.2%,-3%,-5.2%&-3.5%,i,6,0.34,-0.27,0.36,1.1,-7%,-3.6,571,5.0,3.3,4.4,/,/
CC(C)(C)NC(=O)NC12CC3CC(CC(C3)C1)C2,/,-4%,0.9%,i,0,-1,-0.31,-0.56,2.1,1%,-2.9,1104,3.6,2.0,9.6,-0.11,1275
Cc1ccc2c(c1)NC(=O)C(CC(=O)NCCCN1CCCCC1)O2 (stereo unspecified),0.4%,-1%,1.8%,i,8,1.7,0.02,1.2,-0.94,2%,/,/,3.5,2.3,0.1,-0.26,902
Cc1ccc(C(=O)N/C(=C/c2cccc([N+](=O)[O-])c2)C(=O)NCC2CCCO2)cc1 (stereo unspecified),-0.8%,0%,0.2%,i,13,0.2,-0.3,0.15,0.0026,-1%,/,/,2.6,1.4,4.0,-0.26,1137
O=C(NCCCN1CCOCC1)c1cc(-c2ccc(F)cc2)on1,-1.2%,16%,6.4%,i,11,0.12,-0.29,0.23,-0.16,3%,-4.3,723,4.6,3.5,1.9,-0.72,1297
COc1ccc(N2C(=O)CC(SCCc3nc4ccccc4[nH]3)C2=O)cc1 (stereo unspecified),-1.9%,6%,0.2%,i,-24,0.12,-0.21,0.54,0.48,-2%,-1.0,1348,1.6,1.1,5.0,-0.33,1638
Cc1cc(C(F)F)n2ncc(C(=O)NCc3ccc(F)cc3)c2n1,/,4%,-1.3%[50 µM],/,/,1.2,-0.096,1.2,-0.45,3%,-0.1,1313,/,/,/,0.76,1068
O=C(Cc1ccccc1)NC(=S)Nc1ccc(N2CCCCC2)cc1,0.5%,10%,-6.3%,i,9,-0.7,-0.25,-0.49,0.56,18%,0.7,932,1.2,2.7,5.2,-0.41,1204
COc1cc(S(=O)(=O)Nc2cccc(C)c2)ccc1NC(=O)c1ccncc1,-2.7%,4%,0.8%,i,14,0.26,-0.27,0.4,-0.01,1%,-1.2,1078,2.6,2.6,6.7,-0.45,1571
COc1ccc(Nc2c(-c3ccco3)nc3ccc(C)cn23)cc1,0.2%,-1%,0.3%,i,2,0.029,-0.34,-0.15,0.89,6%,-4.5,1132,4.3,1.7,2.6,/,/
O=C(OCc1nc2ccc(Cl)cc2n1CCO)c1ccc(O)cc1,2.2%,22%,2.2%,i,1,2,-0.058,2.2,-3.1,7%,0.6,987,3.9,1.9,9.0,0.07,1363
COc1ccc(C(=O)CSc2ncnc3nc[nH]c23)cc1,/,5%,2.4%,/,/,0.069,-0.17,0.17,-0.26,2%,0.4,1260,/,/,/,-0.01,1122
CN1C(=O)N(c2ccccc2)C(Nc2nncs2)C1(C)C (stereo unspecified),2.2%,1%,0.2%,i,5,-0.6,-0.11,-0.25,1.2,-2%,-2.2,1119,1.0,3.8,5.6,-0.31,986
COc1ccccc1-n1c(-c2cc(-c3ccc(F)cc3)n[nH]2)n[nH]c1=S,1.0%,10%,-3.2%,i,15,-0.67,-0.093,0.12,0.29,11%,-3.2,1040,2.5,1.9,7.1,1.1,1609
Cc1ccc(O)c(NC(=S)NC(=O)c2ccccc2Cl)c1,0.4%,0%,-0.7%,i,-16,-0.24,-0.17,-0.48,0.057,4%,1.1,1513,1.9,2.1,5.5,/,/
CN(C)/C=C/C(=O)c1cc(N2CCOCC2)ccc1[N+](=O)[O-],/,16%,0.4%,i,8,-1.2,-0.32,-0.59,0.22,12%,2.0,1056,5.3,3.2,7.8,0.9,1153
COc1ccc(OC)c(NC(=O)CSc2ccc3nnc(-c4cccnc4)n3n2)c1,0.7%,-1%,0.2%,i,7,-0.39,-0.12,-0.31,0.81,9%,1.0,1032,4.3,1.5,9.4,1.1,1537
O=C1N(c2ccccc2)C2CS(=O)(=O)CC2N1c1ccc(Cl)c(Cl)c1 (stereo unspecified),-2.9%,-4%,-0.4%,i,-2,0.56,-0.2,0.25,-0.22,3%,/,/,1.7,2.0,16,/,/

# From PubChem BioAssay
